Source: PubChem
SNCA expr inh: reduces expression of the alpha-synuclein gene. 0.17% of 140,000 active. Potency, µM (top dose mostly 57.2 µM), inactives show at the top dose activity change, negative = inhibition, usual class: inhibitors. AID 1671194. HEK-293 SNCA-luciferase knock-in, luminescence, 24 h;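 note: potency is the fitted concentration of half-maximal effect; plate controls were DMSO cells for no effect and cell-free wells for full effect; nearly all actives have a fitted effect of over 45% in size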
IP6K1 inhibitor: IP6K1 kinase inhibition | activity change, % (series mostly up to about 58 µM) | IP6K1 kinase, ADP-Glo luminescence, 2 h; active compounds read low | 0.81% of 140,000 active | Q92551; in the data active = activity change below about -25%
Target sequence (Q92551 whole entry, looked up): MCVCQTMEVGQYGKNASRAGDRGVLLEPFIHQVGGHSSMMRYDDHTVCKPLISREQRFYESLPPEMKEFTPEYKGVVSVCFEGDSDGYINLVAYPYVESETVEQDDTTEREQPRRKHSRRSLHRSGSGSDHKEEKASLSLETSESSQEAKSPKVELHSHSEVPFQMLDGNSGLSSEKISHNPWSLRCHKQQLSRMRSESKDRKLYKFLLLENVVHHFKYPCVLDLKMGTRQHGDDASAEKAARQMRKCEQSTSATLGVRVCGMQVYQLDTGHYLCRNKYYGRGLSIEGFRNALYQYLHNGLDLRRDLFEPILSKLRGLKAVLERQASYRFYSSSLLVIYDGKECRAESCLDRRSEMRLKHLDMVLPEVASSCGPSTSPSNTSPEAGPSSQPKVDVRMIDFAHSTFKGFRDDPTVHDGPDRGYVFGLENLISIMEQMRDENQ
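ADP-Glo luminescence measures ADP made by human IP6K1 during a 2 h RT reaction with ATP/IP6 (mix at 1.3 mM/130 uM); top library doses 57.5 and 19.1 uM final.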
3T3 cytotox: kills NIH 3T3 cells. NIH 3T3 viability, CellTiter-Glo ATP luminescence, 48-72 h. Potency, µM (doses to about 96.7 µM), inactives show at the highest dose activity change, negative = cytotoxicity, hits mostly inhibitors. 4.3% of 94,000 active; note: potency is the fitted concentration of half-maximal effect; nearly all actives have a fitted effect of over 55% in size
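Viability of NIH 3T3 cells after 48 or 72 hr compound treatment at 37 °C was assessed by CellTiter-Glo, with luminescence imaged following a 10 min room-temperature step.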
HEK293 viab: cell viability loss counter-screen; HEK-293-SNCA-luc viability, GF-AFC fluorescence, 24 h; 0.12% of 150,000 active; Potency, µM (top dose mostly 57.1 µM), for inactives: at the highest dose activity change, negative = cytotoxicity, most hits filed as cytotoxic;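 note: potency is the fitted concentration of half-maximal effect; 0% = DMSO-treated cells and -100% = medium-only wells without cells; nearly all actives have a fitted effect of over 30% in size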
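Cytotoxicity counterscreen: after 24 h compound treatment of genome-edited SNCA-luciferase HEK-293 cells, live-cell protease substrate GF-AFC read by fluorescence after 30 min; activity scaled between DMSO (0%) and medium-only (-100%), curves Hill-fitted.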
Luciferase inh: blocks purified firefly luciferase enzyme activity; P08659; purified P. pyralis luciferase, luminescence, biochemical; Potency, µM (highest dose often 115 µM), for the others: at the top dose activity change, negative = inhibition, usual class: inhibitors; 2.5% of 76,000 active; AID 1347043; note: potency is the fitted concentration of half-maximal effect; nearly all actives have a fitted effect of over 65% in size
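Luminescence read by CCD imaging after purified firefly luciferase (10nM final) was added to substrate buffer holding 10uM D-luciferin and 10uM ATP, pH 7.5, pre-dosed with compound.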
HEK cytotox: kills HEK 293 cells; HEK 293 viability, ATP luminescence (CellTiter-Glo), 48-72 h; Potency, µM (titrated, usually from 115 µM), inactives show at the highest dose activity change, negative = cytotoxicity, usual class: inhibitors; 6.6% of 94,000 active; note: potency is the fitted concentration of half-maximal effect; nearly all actives have a fitted effect of over 60% in size
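HEK 293 seeded at 250 cells/well receive compound via pintool. After 48 or 72 hr at 37 degree Celsius, 5% CO2 and 95% humidity, CellTiter-Glo is dispensed and luminescence read following 10 min at room temperature.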
GPT2 inh: blocks human glutamate pyruvate transaminase 2. Recombinant GPT2, coupled pyruvate oxidase/HRP Amplex Red fluorescence. AID 1671188. Potency, µM (titrated, usually from 57.7 µM), without a hit: at the highest dose activity change, negative = inhibition, usual class: inhibitors. 0.25% of 100,000 active. Q8TD30; note: potency is the fitted concentration of half-maximal effect; nearly all actives have a fitted effect of over 60% in size; many of its hits are not listed in these tables
Target sequence (Q8TD30 whole entry, looked up): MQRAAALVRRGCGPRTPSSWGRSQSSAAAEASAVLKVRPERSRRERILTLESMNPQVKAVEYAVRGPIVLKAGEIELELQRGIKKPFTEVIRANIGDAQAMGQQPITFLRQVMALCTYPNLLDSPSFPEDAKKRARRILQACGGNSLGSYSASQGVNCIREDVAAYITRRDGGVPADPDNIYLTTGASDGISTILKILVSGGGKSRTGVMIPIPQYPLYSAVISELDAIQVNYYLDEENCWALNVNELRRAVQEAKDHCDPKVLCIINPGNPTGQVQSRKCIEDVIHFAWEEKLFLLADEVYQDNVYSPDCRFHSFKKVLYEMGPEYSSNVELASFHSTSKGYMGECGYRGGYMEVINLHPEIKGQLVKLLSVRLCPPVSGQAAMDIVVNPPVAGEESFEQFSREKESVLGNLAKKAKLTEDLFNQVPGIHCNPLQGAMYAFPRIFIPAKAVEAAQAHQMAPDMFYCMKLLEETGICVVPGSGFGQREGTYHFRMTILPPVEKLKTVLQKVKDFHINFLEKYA
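Fluorescence read-out: pyruvate from GPT2 turnover coupled to pyruvate oxidase, HRP and Amplex Red (0.2mM ThPP, 0.2U/mL PO and HRP, 50uM Amplex final). Substrates 250uM a-KG, 2mM L-alanine; enzyme 10ng/uL; 30 min RT.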
* = called active by the depositor; i = inactive; ? = inconclusive; · = not tested or not shown; & = joins results of further samples; [ ] = another dose, or the depositor's remark. Unless noted, calls come from the whole dose curve; as a rule, active = well fitted curve in the direction sought with a large enough effect; inconclusive = small, poorly fitted or top-dose-only effect, or another doubt; inactive = no such curve, though single readings can be large; an effect the other way counts as inactive or inconclusive. Unless noted, % is set by controls: 0 for no effect and ±100 for the full control effect.

(1) CCc1c(C)sc2c1CCN(C(=O)Nc1cc(Cl)c(OC)cc1OC)C2c1ccccc1 (configuration not stated)
(2) COc1ccc(-c2noc([C@@H]3CCCN3C(=O)C3(c4ccc(OC)cc4)CC3)n2)cc1
(3) CC1=C[C@@H](CN2C(=O)C(C)=C(C)C2=O)[C@H](C(C)C)C[C@H]1Cc1nc2ccc(C)cc2[nH]1
(4) COc1cccc(C2C=C(c3ccc(C)c(C)c3)Nc3nnnn32)c1OC (configuration not stated)
(5) O=C(c1ccc(Cl)cc1)N1CCC(N2CCCCC2=O)CC1
(6) O=C(N[C@@H]1C[C@H](Cn2cc(C3CC3)nn2)[C@@H](O)[C@H]1O)c1ccc2c(c1)OCO2
(7) COc1ccc(Cl)cc1NC(=O)CCC1CCCN(c2nc(C)cc(C)n2)C1 (configuration not stated)
(8) COc1cc(F)ccc1CN1CCCC2(Cc3ccccc3CNC2=O)C1 (configuration not stated)

assay / compound	1	2	3	4	5	6	7	8
SNCA expr inh	0%	10%	?	65%[activator]	-26%	44%[activator][87.6 µM]	-29%	52%[activator]
IP6K1 inhibitor	2	2	-6	7	5	6	6	10
3T3 cytotox	·	?	28µM*	·	-24%	i	?	?
HEK293 viab	1%	-20%	?	?	15%	4%[87.6 µM]	0%	6%
Luciferase inh	·	?	-7%[172 µM]	·	·	?	6%	·
HEK cytotox	·	?	22µM*	·	-25%	-1%[172 µM]	?	?
GPT2 inh	·	2%	-43%[88.5 µM]	·	i	-2%[88.5 µM]	-23%	0%

(9) OCCCc1ccccc1
(10) COCc1nc(C2CCCN(C(=O)c3ccccc3F)C2)no1 (configuration not stated)
(11) O=C(NC1CCN(c2ccc3nnc(-c4ccccc4)n3n2)CC1)c1ccc(Cl)cc1
(12) COc1ccc(-c2ccc3nnc(CNC(=O)CNC(=O)c4ccccc4)n3n2)cc1
(13) O=C(Cn1ccn2nc(-c3ccc(F)cc3)c(CO)c2c1=O)Nc1ccc(F)c(Cl)c1
(14) COc1ccccc1CN1CCCn2nc(C)c(-c3cnccc3C)c21
(15) O=C(Nc1ccnn1C1CCN(C(=O)Cn2cccn2)CC1)C1CCCC1
(16) CCOC(=O)[C@@H]1CN([S+](=O)([O-])c2ccccc2)[C@H]2c3ccccc3O[C@@H]12

assay / compound	9	10	11	12	13	14	15	16
SNCA expr inh	-11%[25.6 µM]	5%	·	-4%	-28%	?	-15%	·
IP6K1 inhibitor	-5	14	-4	-7	9	23	-6	4
3T3 cytotox	·	-1%	?	-22%	?	45µM*	1%	?
HEK293 viab	-21%[23.9 µM]	1%[12.5 µM]	·	-3%	-2%	-27%[87.6 µM]	5%	·
Luciferase inh	·	3%	·	-9%	-5%	-9%[172 µM]	-11%	·
HEK cytotox	·	1%	?	-8%	?	40µM*	-10%	?
GPT2 inh	i	i	·	i	i	i	?	·

(17) Cc1cc(C(=O)NCC(=O)N2CCCCCCNC(=O)CC2c2ccccc2)n(C)n1 (configuration not stated)
(18) COc1ccc(-n2c(-c3ccco3)nc3c(cnn3-c3ccccc3C)c2=O)cc1
(19) CO/N=C(\C(=O)N[C@@H]1C(=O)N2C(C(=O)O)=C(CSc3nc(=O)c(O)nn3C)CS[C@H]12)c1csc(N)n1
(20) O=C(Cc1ccc(F)cc1)NC1CCN(c2ccc3nnc(C4CC4)n3n2)C1 (configuration not stated)
(21) Cc1cc(C)n2nc(CNS(=O)(=O)c3ccc(Cl)cc3)nc2n1
(22) COc1ccc(CNC(=O)C2CCN(C(=O)N3CCOc4ccc(Cl)cc43)CC2)cc1
(23) Cc1c(C(=O)NCc2cccc(F)c2)oc2c1-c1[nH]ncc1CC2
(24) COc1cc(C(=O)N2C3CCCC2CC(=O)C3)nc2ccccc12

assay / compound	17	18	19	20	21	22	23	24
SNCA expr inh	-18%	-19%	-7%[25.6 µM]	·	-3%	-24%	6%	5%[87.6 µM]
IP6K1 inhibitor	0	23	-79*	2	23	1	-21	16
3T3 cytotox	-11%	·	·	-28%	·	·	·	-16%[138 µM]
HEK293 viab	-3%	6%	-18%[23.9 µM]	·	-2%	-11%	8%	5%[87.6 µM]
Luciferase inh	2%	·	·	·	·	·	·	-3%[172 µM]
HEK cytotox	-7%	·	·	-11%	·	·	·	-20%[172 µM]
GPT2 inh	i	·	-3%	·	·	·	·	i

(25) Cc1ccc(NC(=O)C2CCCN(c3cn[nH]c(=O)c3)C2)cc1C (configuration not stated)
(26) CCc1c2c(nc3ccc(O)cc13)-c1cc3c(c(=O)n1C2)COC(=O)[C@]3(O)CC
(27) C=C1C(=O)O[C@H]2C1[C@H](OC(=O)/C(=C/CO)COC(=O)/C(C)=C/CO)CC(=C)[C@@H]1CC(=O)[C@@H](C)[C@@H]12 (some centres not stated)
(28) Cc1cc2nc(-c3ccc(OCc4ccccc4C)cc3)cc(C(F)(F)F)n2n1
(29) CCOC(=O)N1CCC(=O)N(CCOC)C[C@H]2COc3cc(OC)ccc3[C@H]21
(30) CS(=O)(=O)N1CCOc2ccc(CCC(=O)NCCN3CCOCC3)cc2C1
(31) O=C(Cc1ccsc1)N1CCC(n2cnnc2-c2ccccc2)C1 (configuration not stated)
(32) COc1ccc(C(=O)NCC2CCCCC(=O)N2)cn1 (configuration not stated)

assay / compound	25	26	27	28	29	30	31	32
SNCA expr inh	30%	?	·	6%	·	-9%	3%	-12%
IP6K1 inhibitor	23	-13	2	-1	0	13	12	-19
3T3 cytotox	-14%	·	·	·	?	-6%	i	3%
HEK293 viab	6%	?	?	13%	·	5%[12.5 µM]	9%	-7%
Luciferase inh	-15%	·	·	·	·	6%	-7%	3%
HEK cytotox	-5%	·	·	·	-24%	-19%	2%	0%
GPT2 inh	i	1%&-14%	i	·	·	0%	4%	0%

(33) CC(C)c1ccc(CN2C[C@@H]3[C@H](C2)N(Cc2ccccc2)C(=O)C(C)(C)[S+]3(=O)[O-])cc1
(34) COc1ccc(CN(C)CC2CCN(CCc3ccc(F)cc3)CC2)cc1Cn1cccn1
(35) CCOC(=O)N1CCc2c(sc3c2c(=O)n(-c2ccc(CC)cc2)c(=O)n3C)C1
(36) COc1ccc(-c2cn3cc(C(=O)N4CCCCC4)nc3c(=O)n2CC2CC2)cc1
(37) CC(C)c1noc(-c2cn(C3CCN(C(=O)COc4ccc(F)cc4)C3)nn2)n1 (configuration not stated)
(38) CCOc1ccc(C2Nc3ccccc3-c3nnc(SCc4ccccc4)nc3O2)cc1OC (configuration not stated)
(39) CN(C)CCNC(=O)c1nc(-c2ccccc2)cc2[nH]ccc12
(40) O=C(C[C@@H]1C[C@H]2O[C@H](CNCc3cnccc3C(F)(F)F)[C@@H](O)[C@H]2O1)N1CCOCC1

assay / compound	33	34	35	36	37	38	39	40
SNCA expr inh	?	?	10%	-9%	1%	40%[activator]	14%[87.6 µM]	-7%
IP6K1 inhibitor	-1	13	28	-8	5	-8	-8	1
3T3 cytotox	?	40µM*	·	?	-10%	·	?	1%
HEK293 viab	-4%	-8%	6%	2%	-6%	14%	2%[87.6 µM]	1%
Luciferase inh	-5%	2%	·	13%	14%	·	-20%[172 µM]	10%
HEK cytotox	?	28µM*	·	?	?	·	?	i
GPT2 inh	-10%	i	·	i	i	·	-32%[88.5 µM]	-15%

Compound profiles (already shown). Values in the order: SNCA expr inh, IP6K1 inhibitor, 3T3 cytotox, HEK293 viab, Luciferase inh, HEK cytotox, GPT2 inh
Record of CCOC(=O)N1CCc2c(sc3c2c(=O)n(-c2ccc(CC)cc2)c(=O)n3C)C1 = 10%, 28, ·, 6%, ·, ·, ·
Record of CCOc1ccc(C2Nc3ccccc3-c3nnc(SCc4ccccc4)nc3O2)cc1OC (configuration not stated) = 40%[activator], -8, ·, 14%, ·, ·, ·
Record of COc1ccc(CN(C)CC2CCN(CCc3ccc(F)cc3)CC2)cc1Cn1cccn1 = ?, 13, 40µM*, -8%, 2%, 28µM*, i
Record of COc1ccc(-c2cn3cc(C(=O)N4CCCCC4)nc3c(=O)n2CC2CC2)cc1 = -9%, -8, ?, 2%, 13%, ?, i
Record of O=C(C[C@@H]1C[C@H]2O[C@H](CNCc3cnccc3C(F)(F)F)[C@@H](O)[C@H]2O1)N1CCOCC1 = -7%, 1, 1%, 1%, 10%, i, -15%

Next entries
(41) O=C(NCC1CC1)C1CCCCN1Cc1ccc(-c2cccs2)cc1 (configuration not stated)
(42) C=CCOC(=O)Nc1nc2c(s1)C[C@@H]1[C@](C)(CO)[C@H](O)CC[C@@]1(C)[C@@H]2CC(=O)N1CCCCC1
(43) COCC(=O)N1CC(C(=O)O)C2(CCOCC2)C1 (configuration not stated)
(44) CCCCn1c(-c2ccc(S(=O)(=O)N3CCOCC3)cc2)csc1=Nc1ccccc1
(45) CC(=O)c1ccc(-n2c(CCC(=O)O)ccc2-c2cccs2)cc1
(46) Cc1noc(C)c1CC(=O)NCCc1noc(C2CC2)n1
(47) COCCN1C(=O)[C@@H]2C[C@@H](CN2Cc2ccccc2Cl)Oc2ccccc21
(48) O=C1Nc2ccccc2CC12CCN(Cc1ccc(F)cc1)C2 (configuration not stated)

assay / compound	41	42	43	44	45	46	47	48
SNCA expr inh	-25%	-4%	-2%	-12%	69%[activator]	-11%	-14%[87.6 µM]	-3%[87.6 µM]
IP6K1 inhibitor	-18	-1	23	4	-22	37	7	-7
3T3 cytotox	18µM*	-16%	i	·	·	-12%	?	-24%[138 µM]
HEK293 viab	11%[12.5 µM]	-9%	?	-16%	-5%	8%	-8%[87.6 µM]	-11%[87.6 µM]
Luciferase inh	·	0%	-3%	·	·	-9%	-5%[172 µM]	-3%[172 µM]
HEK cytotox	?	-16%	i	·	·	-5%	?	71µM*
GPT2 inh	2%	i	-11%	·	·	i	?	i

(49) Cc1cc(C)cc(OCC(=O)N2CCC(c3nc4ccccc4s3)CC2)c1
(50) CSc1cccc(NC(=O)N[C@H]2CCN3C(=O)[C@H](CC4CCCCC4)NC(=O)[C@@H]3C2)c1
(51) COc1ccc(-c2nc(SCC(=O)Nc3ccc4c(c3)OCCO4)c(-c3ccccc3)[nH]2)cc1
(52) COc1ccccc1CCC(=O)NC1CCc2nnc(C)n2CC1 (configuration not stated)
(53) CCOCCCNC(=O)C1CCN(c2nn3cc(-c4ccc(F)cc4)nc3s2)CC1
(54) COc1cc(NC(=O)NC(C)c2c(-n3cccc3)sc3c2CCCC3)cc(OC)c1OC (configuration not stated)
(55) O=C(Nc1nnc(S(=O)(=O)N2CCCc3ccccc32)s1)c1cccc(F)c1

assay / compound	49	50	51	52	53	54	55
SNCA expr inh	?	-29%	-6%	29%	40%[activator]	?	6%
IP6K1 inhibitor	-12	4	-13	-3	-8	2	1
3T3 cytotox	·	?	·	i	·	·	·
HEK293 viab	15%	1%	?	-11%	1%	?	-1%
Luciferase inh	·	-13%	·	0%	·	·	·
HEK cytotox	·	-23%	·	i	·	·	·
GPT2 inh	·	-9%	·	i	·	·	·
